Source: PubChem BioAssay (several laboratories)
S1P4 antag: S1P4 receptor antagonists, primary screen, cell-based; Sphingosine 1-phosphate receptor 4 (Homo sapiens), O95977; S1P4-expressing cells, antagonist mode, reporter read-out; inhibition, % at 4.98 µM; 0.26% of 220,000 active; AID 1510, 2009; in the data active = inhibition above about 29%;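 also: 0% = wells stimulated with agonist and 100% = vehicle wells without agonist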
NPY-Y1 PAM-ag: NPY-Y1 receptor potentiators or agonists, primary screen, cell-based | Neuropeptide Y receptor type 1 (Homo sapiens), P25929 | 0.37% of 220,000 active | NPY-Y1 expressing cells, potentiator/agonist activation | AID 1304, 2008 | activation, % at 3.6 µM; in the data active = activation above about 33%, passing the limit was not always enough;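 also: cells stimulated with NPY at EC10 then isoproterenol at EC100; 0% = low agonist plus stimulus and 100% = saturating agonist plus stimulus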
Ba/F3 V617F tox: reduced viability of JAK2V617F-dependent Ba/F3 cells, primary screen, JAK2V617F inhibitor project, cell-based, Ba/F3 EpoR-JAK2V617F, luminescence | 1.1% of 220,000 active | ATP luminescence | AID 1446, 2008 | inhibition, % at 5.6 µM;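 active = inhibition above the campaign mean plus 3 SD over all tested compounds, cut at about 24% in these data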;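 also: cytokine-independent growth of Ba/F3 cells driven by EpoR plus mutant JAK2; 0% = DMSO-treated cells and 100% = JAK inhibitor I control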
Runt-CBFb FRET: inhibitors of RUNX1 Runt–CBFb binding, primary screen, biochemical, FRET, Cerulean-Runt, Venus-CBFb, uHTS. inhibition, % at 20 µM. Cerulean-Runt/Venus-CBFb FRET ratio 530/480, 1 h. 0.46% of 220,000 active. Runt-related transcription factor 1 (Homo sapiens) + Core-binding factor subunit beta …;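 active = inhibition over about 50% at 20 µM in the single-dose screen, limit read from the data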;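 also: 0% = DMSO wells and 100% = excess unlabeled CBFb competitor control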
Target sequence (Q01196 whole entry, looked up): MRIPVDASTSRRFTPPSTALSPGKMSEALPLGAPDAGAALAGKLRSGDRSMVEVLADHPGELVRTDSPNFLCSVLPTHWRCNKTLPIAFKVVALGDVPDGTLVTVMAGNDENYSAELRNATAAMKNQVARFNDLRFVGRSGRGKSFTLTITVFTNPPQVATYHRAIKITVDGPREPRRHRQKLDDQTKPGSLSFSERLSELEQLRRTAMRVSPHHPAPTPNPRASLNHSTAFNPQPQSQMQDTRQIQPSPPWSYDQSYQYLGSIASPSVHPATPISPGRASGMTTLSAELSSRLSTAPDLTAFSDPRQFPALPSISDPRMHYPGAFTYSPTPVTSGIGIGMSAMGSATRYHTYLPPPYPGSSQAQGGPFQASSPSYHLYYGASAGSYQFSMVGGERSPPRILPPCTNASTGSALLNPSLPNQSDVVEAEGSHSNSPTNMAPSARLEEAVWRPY
Target sequence (Q13951 whole entry, looked up): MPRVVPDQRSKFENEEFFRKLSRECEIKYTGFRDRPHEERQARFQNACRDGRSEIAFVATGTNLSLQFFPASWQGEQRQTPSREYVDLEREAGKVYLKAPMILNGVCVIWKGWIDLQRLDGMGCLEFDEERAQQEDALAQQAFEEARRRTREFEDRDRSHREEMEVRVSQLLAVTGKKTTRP
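test system = Cerulean-tagged RUNX1 Runt domain (FRET donor) fusion protein | reagent = Venus-CBFb binding partner, 100 nM | incubation = protein complex preformed 1 h, compound exposure 1 h, room temperature, dark | detection = FRET fluorescence | read-out basis = loss of energy transfer signal | controls = 5 µM unlabeled CBFb as full-inhibition high control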
NPY-Y2 PAM-ag: NPY-Y2 potentiators or agonists, primary screen, cell-based; cells expressing NPY-Y2, potentiator/agonist read-out; AID 1359, 2008; 0.45% of 220,000 active; activation, % at 3.6 µM; in the data active = activation above about 27%;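 also: cells stimulated with NPY near EC25 plus isoproterenol at EC100; 0% = vehicle plus submaximal agonist and 100% = vehicle plus saturating agonist; some results beyond the cut were filed as inactive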
Target sequence (P49146 whole entry, looked up): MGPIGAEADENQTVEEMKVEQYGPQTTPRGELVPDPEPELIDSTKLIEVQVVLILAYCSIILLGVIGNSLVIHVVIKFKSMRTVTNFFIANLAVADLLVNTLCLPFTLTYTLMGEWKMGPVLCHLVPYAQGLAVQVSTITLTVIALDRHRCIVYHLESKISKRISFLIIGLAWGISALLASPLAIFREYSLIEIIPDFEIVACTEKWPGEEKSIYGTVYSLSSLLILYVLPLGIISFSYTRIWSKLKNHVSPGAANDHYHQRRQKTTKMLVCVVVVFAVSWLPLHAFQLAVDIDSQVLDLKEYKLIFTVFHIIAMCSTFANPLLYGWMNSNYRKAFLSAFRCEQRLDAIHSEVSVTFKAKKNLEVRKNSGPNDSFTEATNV
S1P4 ag: S1P4 receptor agonists, primary screen, cell-based. Sphingosine 1-phosphate receptor 4 (Homo sapiens), O95977. S1P4-expressing cell line, agonist reporter assay. activation, % at 4.98 µM. 0.35% of 220,000 active; in the data active = activation above about 11%;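 also: 0% = DMSO vehicle and 100% = reference agonist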
BaF3 parental: parental Ba/F3 cell viability inhibition, counter-screen for JAK2V617F inhibitor project, murine pro-B, CellTiter-Glo luminescence. inhibition, % at 5.6 µM. 1.1% of 220,000 active. CellTiter-Glo ATP luminescence;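 active = inhibition above a per-campaign cutoff, the mean inhibition of all tested compounds plus 3 SD, cut at about 27% in these data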;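 also: 0% = DMSO wells and 100% = JAK Inhibitor I control wells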
RBBP9 inhibitor: human RBBP9 inhibitors, primary screen, biochemical, fluorescence polarization, FP-Rh probe, HTS. inhibition, % at 7.94 µM. AID 1515, 2009. 0.2% of 220,000 active. recombinant RBBP9;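 active = inhibition above the campaign mean of all tested compounds plus 3 SD, cut at about 14% in these data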;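 also: plate controls were DMSO wells with RBBP9 for no effect and wells lacking RBBP9 protein for full effect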
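system = RBBP9 protein | input = RBBP9 at 2.5 µM in dispensed solution, before mixing | measured by = fluorescence polarization (mP), excitation 525 nm, emission 598 nm | incubation = enzyme-compound preincubation 30 min, then probe labeling 45 min, 25 °C | buffer or medium = Tris-NaCl-Pluronic buffer, pH 8.0 | compound = single dose 7.94 µM | also added = FP-Rh probe, 375 nM dispensing solution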
NPY-Y1 antag: NPY-Y1 receptor antagonists, primary screen, cell-based; AID 1040, 2008; HEK293-CNG Y1 cells, membrane potential fluorescence; NPY at EC95, then isoproterenol; 1% of 200,000 active; inhibition, % at 3.6 µM; Neuropeptide Y receptor type 1 (Homo sapiens), P25929;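 active = inhibition above the campaign mean inhibition of all tested compounds plus 3 SD, cut at about 20% in these data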;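 also: 0% = DMSO wells given NPY plus isoproterenol and 100% = isoproterenol alone without NPY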
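Material: HEK293 cells with Y1 receptor plus CNG channel; times: compound incubation 1 h at room temperature, readout 45 min post-stimulation; signal: fluorescence, membrane potential probe; read-out basis: fluorescence ratio normalized to % inhibition between controls; benchmarks: full-block control isoproterenol-only wells, zero-block control NPY plus isoproterenol wells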
The depositor's hits bear a star; . = no result given. Rows are unselected; 3.6% or so of the library scored in one or more.

SMILES	S1P4 antag	NPY-Y1 PAM-ag	Ba/F3 V617F tox	Runt-CBFb FRET	NPY-Y2 PAM-ag	S1P4 ag	BaF3 parental	RBBP9 inhibitor	NPY-Y1 antag
COc1ccc2cc(C(c3nnnn3Cc3ccccc3)N3CCCCCC3)c(=O)[nH]c2c1 (configuration not stated)	11	-1	0	9	8	0.1	8	6	-2
Cc1ccc(-n2cnc3cc(NCc4cccs4)ccc32)cc1	-16	7	2	5	6	0.7	7	1	-2
Cn1cnnc1SCc1ccc(C(=O)N/N=C/c2cccs2)cc1	-1	-13	1	1	3	1.7	3	2	-3
C=CCSc1ncnc2c1oc1nc3c(cc12)COC(C)(C)C3	3	7	-3	-6	-3	1.5	0	-1	.
CCOC(=O)c1c(NC(=S)NC(=O)c2ccco2)sc2c1CCCC2	2	-8	2	-1	-7	-0.1	1	-4	-3
N=c1sccn1CC(=O)NCCc1ccc(Cl)cc1Cl	-10	-3	-1	-1	-5	-2.3	-1	-4	5
O=C(Nc1nc(-c2cccs2)cs1)c1cccc(S(=O)(=O)N2CCCCCC2)c1	-2	-10	-5	1	9	1.3	-3	-25	4
OCCCCNCc1ccc(OCc2ccc(Cl)cc2Cl)cc1	-23	-16	59*	-1	-14	-1.3	27*	-5	12
O=C(CNC(=O)c1ccc(Br)o1)NCc1ccc2c(c1)OCO2	-7	-22	-3	-1	-19	-0.5	3	-1	0
Cc1nnc(NC(=O)c2ccc(S(=O)(=O)N3CCCCCC3)cc2)o1	-5	-3	0	-1	2	1.2	6	-9	1
C=CSc1sc(Cl)c(N(C)C)c1[N+](=O)[O-]	-3	2	-4	10	7	-0.8	6	-7	10
CCCCN(C)C(=O)CCCCn1c(=O)[nH]c2cc(OCC)c(OCC)cc2c1=O	-7	-33	-1	-3	2	-3.2	6	8	1
Cn1c(=O)c2c(nc(CN3CCN(C(=O)c4ccco4)CC3)n2Cc2ccc(Cl)cc2)n(C)c1=O	10	-1	3	0	8	1.7	5	-4	9
CSc1nc2ccc(Nc3nc(N4CCOCC4)nc(N4CCOCC4)n3)cc2s1	-2	-2	-1	1	-5	3.5	-2	-1	-2
CCOC(=O)COc1ccc2ccccc2c1/C=C/[N+](=O)[O-]	49*	-43	1	3	-21	-0.6	6	-10	9
CCC(Sc1ncnc2sc(C)c(C)c12)C(=O)OC (configuration not stated)	-13	4	0	1	-19	0.0	6	-3	26*
COc1ccc(C(=O)NC(=S)NNC(=O)c2c(-c3ccccc3)noc2C)cc1	-10	-16	2	8	-3	0.2	12	-1	5
COc1ccc(CNCCc2ccccc2)cc1OCC(N)=O	-22	-3	-5	-3	-9	0.9	3	-6	3
O=C(O)CSCC(=O)NCc1cccc(C(F)(F)F)c1	-4	3	-4	1	-4	-0.9	2	-2	3
CC(C)=CC(=O)Nc1nnc(C)s1	-1	-10	-3	1	-4	-0.9	-5	0	-1
S=c1[nH]nc(COc2ccccc2)n1-c1ccccc1	-2	-16	4	4	-1	0.2	6	4	8
Cc1ccc(Cn2cc(S(=O)(=O)c3ccc(Cl)cc3)c(=O)c3cc(F)ccc32)cc1	-23	2	-2	1	8	2.9	10	-7	-5
CNC(=S)N/N=C/c1ccc(OCC(=O)Nc2c(C)cc(C)cc2C)c(OC)c1	2	-16	-1	-2	8	-1.1	6	-1	7
Cc1cc(NC(=S)Nc2ccccc2)ccc1Br	0	25	-3	0	4	0.3	-2	5	2
CC(C)C(C)(C#N)NC(=O)CSc1ncnc2sc(-c3ccccc3)cc12 (configuration not stated)	4	3	-2	-4	-8	-4.8	-1	-12	-2
O=C(O)c1ccccc1-n1ncc2c1/C(=C/c1ccc(Cl)cc1)CC2	-8	-12	1	-3	-3	0.0	0	-9	.
CN(C)S(=O)(=O)c1ccc(S(=O)(=O)N(CC(=O)Nc2ccccc2)Cc2ccco2)cc1	-7	-13	-1	-1	-12	-0.9	3	-13	1
CN(Cc1ccccc1)CC(O)COc1ccc(CNCCc2ccncc2)cc1 (configuration not stated)	4	-26	3	-2	-28	-1.0	7	0	9
Cc1cccc(N(CC(O)CN(C)C)S(=O)(=O)c2ccccc2)c1 (configuration not stated)	2	9	3	-2	5	0.6	4	-2	4
COc1ccc(CCNC(=S)NC2CCN(Cc3ccccc3)CC2)cc1OC	-1	5	0	1	0	-0.4	9	0	0
COc1cccc(CN2C(=O)N(C(C)C)C(N(O)C(=O)NC(C)C)C2(C)C)c1OC (configuration not stated)	0	-8	3	.	-10	-1.6	7	-7	7
CSc1nnc(C)c(=O)n1COC(=O)/C=C/c1ccc2c(c1)OCO2	8	-5	0	1	-7	-1.0	6	0	9
CC(C)CNC(=O)NC(=O)COC(=O)COc1ccc(Cl)cc1Cl	-1	-34	0	-1	-5	-0.8	0	-8	.
Cc1cccc(C)c1NS(=O)(=O)c1ccc2c(c1)NC(=O)CO2	-2	12	-3	-2	14	-1.5	3	-8	-1
Cc1c(C)n(Cc2ccccc2)c2ccc(C(=O)OCCCN(C)C)cc12	-17	-5	-3	-1	-14	2.2	3	-4	22*
CN(C)c1ccc(/C=[N+](\[O-])C2SC(=S)N(C)C2(C)C)cc1 (configuration not stated)	-28	-2	-2	1	-11	1.4	2	-5	7
COC(=O)C1CCN(c2cc(=O)n(-c3ccc(OC)cc3)c(=O)[nH]2)CC1	4	6	-1	0	9	0.9	4	-7	4
CC(=O)NC/C(C)=N\Nc1ccc([N+](=O)[O-])cc1	-12	-15	7	-9	-2	0.7	11	8	1
CC(=O)Nc1cccc(-c2csc(NCc3ccco3)n2)c1	-18	2	-3	13	11	3.2	3	-5	-3
O=C(NCc1c(Cl)cccc1Oc1ccccc1)c1ccccc1	-1	-14	0	2	-13	-0.7	-3	-5	.
CCOc1ccccc1N1CCN(Cc2cccc(OC)c2OC)CC1	-12	2	-1	-4	-4	2.4	-1	-6	6
O=C(c1cccs1)c1coc2ccc(O)cc12	-3	0	3	2	-14	0.7	7	-12	0
Cc1ccc(Cn2nnc3c(=O)[nH]c(C4CCN(S(=O)(=O)c5cc(C)ccc5C)CC4)nc32)cc1	13	3	-2	-7	4	-0.3	3	-16	-2
Nc1cc2ccncc2c2ccccc12	-22	10	0	12	-3	3.3	-8	-1	.
Cc1onc(-c2c(F)cccc2Cl)c1C(=O)Nc1ccccc1N1CCOCC1	13	-17	3	2	-3	-0.3	0	-7	.
CCC1C(=O)N=C(SCC(=O)Nc2ccccc2)NC1=O (configuration not stated)	-12	-5	1	2	-13	-0.1	2	-5	-2
CC(CCc1ccccc1)NC(=O)CSc1nnnn1C (configuration not stated)	22	14	2	-2	0	-0.9	6	-9	-3
O=C(NC1CC1)c1ccc(-c2nc3ccccc3s2)s1	-10	-6	1	-2	1	-0.7	3	-7	-3
CCCCOc1ccc(NC(=O)C2CC=CCC2C(=O)O)cc1 (configuration not stated)	-12	-11	-1	-1	-6	1.6	2	-4	-2
NNc1ncnc2sc3c(c12)CCC3	-10	4	3	4	-19	0.2	8	-6	0
O=[N+]([O-])c1ccc(CSc2ncnc3ccccc23)cc1	-14	-21	0	-2	-9	-0.1	-2	-10	4
Cc1ccc(O)c(-c2cc(C(=O)Nc3ccc(S(=O)(=O)N4CC(C)OC(C)C4)cc3)[nH]n2)c1 (configuration not stated)	-10	32	4	-3	18	0.3	4	-21	-8
CCC(C)(C)NC(=O)c1cc([N+](=O)[O-])ccc1N1CCOCC1	-21	-6	3	-1	3	-2.1	5	-11	5
Cc1ccc(Oc2nc(-c3ccccc3)ncc2S(C)(=O)=O)cc1	-23	-13	-1	-1	2	0.2	0	-8	4
COc1ccc(-c2cc3ccccc3n2CC(O)Cn2nc(C)cc2C)cc1 (configuration not stated)	-19	1	0	-13	6	0.1	4	-2	6
COCCC(=O)N1CCCC(CNS(=O)(=O)c2ccc(OC)cc2)C1 (configuration not stated)	7	-3	1	0	1	3.1	90*	-2	-4
CN(C)/C=C1\Oc2ccc3ccccc3c2C1=O	-22	11	-3	20	-5	0.3	1	-8	1
O=C(NNc1cc(N2CCOCC2)nc(N2CCOCC2)n1)c1ccc([N+](=O)[O-])cc1	6	-1	3	3	-15	-1.9	8	-3	-4
Cc1ccc(-c2cc(C(=O)O)n(-c3ccc(S(N)(=O)=O)cc3)n2)cc1	-9	4	2	2	-4	1.1	-3	-6	1
CCOC(=O)C1(CC2CCCCO2)CCN(Cc2c(C)cc(C)cc2-n2cccn2)CC1 (configuration not stated)	8	-15	-2	2	-10	-2.2	-4	0	24*

The list goes on, overlapping the part above by 2 compounds.
SMILES	S1P4 antag	NPY-Y1 PAM-ag	Ba/F3 V617F tox	Runt-CBFb FRET	NPY-Y2 PAM-ag	S1P4 ag	BaF3 parental	RBBP9 inhibitor	NPY-Y1 antag
Cc1ccc(-c2cc(C(=O)O)n(-c3ccc(S(N)(=O)=O)cc3)n2)cc1	-9	4	2	2	-4	1.1	-3	-6	1
CCOC(=O)C1(CC2CCCCO2)CCN(Cc2c(C)cc(C)cc2-n2cccn2)CC1 (configuration not stated)	8	-15	-2	2	-10	-2.2	-4	0	24*
O=C(NC(=S)NCC1CCCO1)c1ccccc1[N+](=O)[O-] (configuration not stated)	-22	8	-2	-1	-2	-0.1	6	-8	4
N#Cc1ccccc1-n1c(N)c(C(=O)N2CCCC2)sc1=S	-12	10	-1	18	6	-1.2	4	-9	-1
CCc1ccccc1NC(=S)N(CCCN(C)C)Cc1cc2cc3c(cc2[nH]c1=O)OCO3	0	-2	0	-14	-1	-2.2	2	1	8
COc1cc2[nH]c(=S)n(Cc3cccs3)c(=O)c2cc1OC	7	5	-3	-1	12	-1.1	-1	-4	-6
COc1ccc(NC2=Nc3cccc4cccc2c34)cc1	-3	-26	-2	-5	11	2.7	4	2	1
COc1cc([N+](=O)[O-])cc(/C=N/NC(=O)c2cc(C)nc3ccccc23)c1O	12	-18	-1	1	3	0.1	-4	-6	.
O=C(CNC(=O)c1ccccc1F)OCC(=O)N1CCCCC1	-6	1	-2	-1	6	4.3	2	-5	2
Cc1c(C=O)c2ccccn2c1C(=O)c1cccs1	-15	-5	3	61*	-8	1.4	4	-1	9
CC(C)NS(=O)(=O)c1ccc(OCC(=O)NCc2ccccc2)cc1	-6	15	-8	2	4	-0.8	-1	-6	-3
O=C1c2ccccc2-c2c1cccc2C(=O)N1CCCCC1	-19	0	2	-2	-25	1.3	3	-13	4
